TDP2 absorb = TDP2 (human) inhibition, absorbance primary screen | O95551 | recombinant TDP2, T5PNP hydrolysis, p-nitrophenol absorbance 415 nm | 370,000 tested, 0.34% active | inhibition, % at 12.8 µM | AID 720702;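 active = inhibition above the mean of all tested compounds plus 3 SD, set per campaign, cut at about 25% in these data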;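 also: 0% = DMSO with enzyme and 100% = buffer with substrate but no TDP2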
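Material: recombinant human TDP2; quantity: TDP2 enzyme at 120 nM final; medium: Tris-HCl pH 7.5 with MgCl2; compound: single concentration, 12.8 µM nominal, with 1% DMSO; incubation: 2 h enzyme incubation at 37 °C; signal: epi absorbance; measure: percent inhibition; benchmarks: high control without enzyme, low control DMSO plus TDP2; repeats: singlicate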
PG9 Ab binder = PG9 antibody binding by small molecule | TR-FRET gp120-PG9 antibody binding | inhibition, % at 6.7 µM | 360,000 tested, 0.43% active; in the data active = inhibition above about 8.5%
PRMT1 inh = inhibitors of human PRMT1; Q99873; recombinant PRMT1, activity-based probe fluorescence polarization; inhibition, % at 2.79 µM; 370,000 tested, 1.3% active;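 active = inhibition above about 21% made by adding two undisclosed values, limit read from the data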
Target sequence (Q99873 whole entry, looked up): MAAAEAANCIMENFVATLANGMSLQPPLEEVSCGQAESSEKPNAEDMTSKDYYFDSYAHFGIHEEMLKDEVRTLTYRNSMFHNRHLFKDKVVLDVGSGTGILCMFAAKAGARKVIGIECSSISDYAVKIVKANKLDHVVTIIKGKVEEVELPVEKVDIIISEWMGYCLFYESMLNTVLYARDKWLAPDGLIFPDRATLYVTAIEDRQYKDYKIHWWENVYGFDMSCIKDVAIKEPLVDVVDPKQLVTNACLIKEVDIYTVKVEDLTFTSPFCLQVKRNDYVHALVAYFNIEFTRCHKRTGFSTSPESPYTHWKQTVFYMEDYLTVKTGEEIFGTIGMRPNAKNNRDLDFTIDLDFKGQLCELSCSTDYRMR
rCAG binder = r(CAG) repeat RNA binding | TO-PRO-1 dye displacement fluorescence | inhibition, % at 3 µM | 370,000 tested, 1.3% active | AID 651821;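 active = inhibition above the plate cutoff, the mean of all test compounds on that plate plus 3 SD, cut at about 35% in these data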;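 also: 0% = DMSO alone and 100% = 100 µM mitoxantrone as full dye displacement; higher means more dye released from RNA so lower well fluorescence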
NR1D1 modulator = modulates human Rev-erb alpha binding to DNA | Rev-erbα–FITC-DNA binding, fluorescence polarization, 90 min | activity, % at 10 µM | 370,000 tested, 0.79% active | P20393;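 active = activity above about 14%, limit read from the data; passing the limit was not always enough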;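 also: 0% = DMSO wells with 35 nM protein and 100% = DMSO wells with 750 nM protein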
TCR-CD3 inh = human TCR-CD3 binding inhibition; inhibition, % at 9.4 µM; AID 651800; TAMRA-labeled TCR probe fluorescence, biochemical; 360,000 tested, 0.37% active; in the data active = inhibition above about 19%;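 also: recombinant mutant TCR 2C K166C tagged with TAMRA read by polarization; 0% = receptor in buffer alone and 100% = receptor with positive control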
mABHD4 FP = inhibitors of mouse ABHD4 | AID 720543 | Q8VD66 | 370,000 tested, 0.54% active | inhibition, % at 8.92 µM | purified mABHD4, FP-Rh probe fluorescence polarization;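 active = inhibition exceeding the mean over every tested compound plus 3 SD, cut at about 30% in these data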;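 also: 0% = plate median of compound wells and 100% = S159A mutant with DMSO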
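Assay system: mABHD4 protein; medium: HEPES pH 7.0, NaCl, Pluronic buffer; dosing: 8.92 µM, single dose; schedule: 45 min + 60 min at 25 °C; signal: FP readout, ex 525 nm / em 598 nm; read-out: normalized percent inhibition of probe labeling; repeats: single replicate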
SIAE primary = human SIAE inhibition, primary screen; inhibition, % at 9.66 µM; 370,000 tested, 0.69% active; AID 1053197; SIAE FP-Rh probe binding, fluorescence polarization; Q9HAT2;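 active = inhibition above a cutoff: mean of compounds within the control limits plus 3 SD of those, cut at about 17% in these data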;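 also: 0% = plate median of compound wells and 100% = probe without SIAE protein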
LEDGF integ inh = blocks HIV-1 LEDGF/p75-dependent DNA integration. TR-FRET IN-LEDGF/p75 DNA integration, Eu/Cy5. inhibition, % at 3.7 µM. 370,000 tested, 0.64% active;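 active = inhibition above the screen-wide mean plus 3 SD, cut at about 13% in these data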;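 also: signal is the Cy5 over europium emission ratio at 671 and 618 nm; 0% = plate median of compound wells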
HTRA1 inhibitor = inhibitors of human serine peptidase HTRA1 | Q92743 | recombinant HTRA1, FP-rhodamine activity-based probe, fluorescence polarization | inhibition, % at 5.96 µM | 340,000 tested, 0.5% active; in the data active = inhibition above about 36%;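 also: 0% = enzyme with DMSO and 100% = wells lacking enzyme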
Target sequence (Q92743 whole entry, looked up): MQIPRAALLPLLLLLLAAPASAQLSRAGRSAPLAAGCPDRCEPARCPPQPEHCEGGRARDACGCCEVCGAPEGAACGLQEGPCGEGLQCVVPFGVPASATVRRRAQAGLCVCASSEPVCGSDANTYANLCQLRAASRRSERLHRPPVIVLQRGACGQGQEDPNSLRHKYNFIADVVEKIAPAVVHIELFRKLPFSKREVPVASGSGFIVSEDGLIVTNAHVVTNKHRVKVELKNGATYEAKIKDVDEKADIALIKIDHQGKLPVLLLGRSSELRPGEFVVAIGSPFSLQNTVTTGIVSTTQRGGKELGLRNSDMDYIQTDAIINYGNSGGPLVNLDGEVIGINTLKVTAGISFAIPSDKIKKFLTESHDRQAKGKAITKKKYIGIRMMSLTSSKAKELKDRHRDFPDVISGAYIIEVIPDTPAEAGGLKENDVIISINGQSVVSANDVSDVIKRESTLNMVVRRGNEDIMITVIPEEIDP
* marks the source's active call; other numbers are inactive results; . = no result given.

SMILES	TDP2 absorb	PG9 Ab binder	PRMT1 inh	rCAG binder	NR1D1 modulator	TCR-CD3 inh	mABHD4 FP	SIAE primary	LEDGF integ inh	HTRA1 inhibitor
N#CC1C=Cc2ccccc2N1C(=O)c1ccccc1 (stereo unspecified)	11	-0.7	0	-1	-2	-3	-2	1	-3	18
Cc1ccc(C(=O)NCC(=O)OCc2csc(-c3ccccc3)n2)cc1	1	-1.1	2	-1	-7	-3	-5	0	0	-9
Cc1cccc(NC(=O)c2ccc(S(=O)(=O)N(C)C)cc2)n1	-2	1.6	2	3	-6	5	-11	-3	1	1
O=C(O)c1cccnc1Sc1ccc(Br)cc1	9	-0.9	6	-1	-2	-3	4	8	-4	6
CCOC(=O)Cn1nc(Cc2ccccc2)c2ccccc2c1=O	-6	0.5	1	-3	8	0	-2	3	7	-4
O=C(O)c1cnn2c(C(F)(F)F)cc(-c3ccco3)nc12	-11	-1.3	20	8	4	-6	4	3	2	1
O=C(CNc1cccc(C(F)(F)F)c1)Nc1cccc(S(=O)(=O)N2CCCC2)c1	-13	0.2	-4	6	5	-1	-9	-8	3	-28
CNC(=O)c1c(NC(=O)c2ccco2)sc(C)c1C	3	-1.4	-2	-2	1	-4	4	11	-3	-2
O=C(c1ccncc1)N(Cc1cc2ccccc2[nH]c1=O)C1CCCCC1	-2	-2.5	-2	-2	1	2	-1	0	-1	-5
CCC(C#CCN1CCOCC1)(CC)OCCC#N	-7	1.8	0	1	3	7	-1	-5	-1	4
COCCN(C(=O)COC(=O)CCOc1cc(C)ccc1C)c1c(N)n(Cc2ccccc2)c(=O)[nH]c1=O	0	0.3	-4	0	6	2	-5	1	-2	3
COc1cccc2c1OC1(C)CC2N(C(=O)c2ccco2)C(=S)N1c1ccc(F)cc1 (stereo unspecified)	-3	0.6	1	7	-2	-2	-5	-5	3	-5
COc1cccc(CNC(=O)CCN2C(=S)NC(C)(C)CC2C)c1 (stereo unspecified)	2	-0.7	0	-2	3	2	2	0	-4	7
Cc1ccc(CN2C(=O)C(C)Sc3ccc(C#N)cc32)cc1 (stereo unspecified)	6	0.0	1	-2	2	-3	-1	-5	-7	.
CN(C)c1ccc(CNC(=O)C2(C)Cc3c(-c4ccc5c(c4)OCO5)ccnc3O2)cc1 (stereo unspecified)	0	4.4	2	7	2	5	13	3	-4	.
COc1ccccc1C(=O)NC(=O)COC(=O)c1cc[n+]([O-])cc1	-18	-2.2	3	-2	6	5	0	-3	2	0
O=C(COc1ccc([N+](=O)[O-])cc1)Nc1cccc2nsnc12	4	-3.1	2	2	24*	1	-7	-3	0	2
Cn1c(C(=O)N2CCN(c3ccc([N+](=O)[O-])cc3)CC2)cc2c(=O)[nH]c3ccccc3c21	-9	0.7	4	7	9	-13	2	3	1	-7
CCOCCCNC(=O)C1CCN(Cc2cccc(OCc3ccccc3)c2)CC1	0	0.9	5	-13	1	-14	14	-2	-2	3
CCOC(=O)c1cc(OCC(=O)NC(C)C(C)C)cc(C(=O)OCC)c1 (stereo unspecified)	11	-2.6	-2	-4	-3	5	-1	-1	0	-2
CCOc1ccccc1NC(=O)N1CCC(c2nc3ccc(C)cc3[nH]2)CC1	8	0.0	-2	-4	-3	-2	7	1	1	-2
COc1ccc(CNC(=O)C(=O)NCC2OCCN2S(=O)(=O)c2ccccc2)cc1 (stereo unspecified)	1	0.3	2	1	-1	-5	-4	-1	-2	-1
CCC(Cc1ccccc1)NC(=O)CCn1cccc1 (stereo unspecified)	0	0.8	0	-4	1	9	6	3	0	-4
CCOC(=O)c1[nH]c2cc(OC)c(OC)cc2c1NC(=O)C(C)N1CCN(Cc2ccccc2)CC1 (stereo unspecified)	2	2.1	-3	-9	-1	-1	-4	3	-3	-4
Cc1nn(-c2ccccc2)c(N)c1N=Nc1cccnc1	-15	-7.6	3	-6	1	1	-1	-5	-6	0
COC(=O)c1ccc(Cn2c(C)c(C(=O)Nc3cccc(Oc4ccccc4)c3)sc2=O)o1	-7	-2.5	0	10	-6	3	-31	-22	-4	.
Nc1c(C(=O)N/N=C/c2ccc(F)cc2)oc2nc(-c3ccccc3)cc(-c3ccco3)c12	1	0.4	1	10	-3	6	6	10	0	18
COc1ccc(S[C@]2(C(=O)N3CCN(C(C)=O)CC3)CC(=O)N(C(=O)CCc3ccccc3)[C@@H]2c2ccc(OC)cc2)cc1	-8	.	17	10	1	.	-15	0	6	.
COCCCNC(=S)NNC(=O)c1csc2ccccc12	10	-3.2	0	0	1	8	-2	4	-1	10
CC(=O)N1c2ccccc2Sc2ccccc21	6	-1.5	1	-3	1	1	0	5	-3	-1
Cc1ccc(-c2nnc(NC(=O)c3ccc([N+](=O)[O-])o3)o2)c(C)c1	5	-2.1	0	9	5	-1	7	-3	2	8
CCCC(=O)N(Cc1cc2ccccc2[nH]c1=O)c1ccccc1OC	-5	-2.1	1	-4	-4	-9	2	10	3	-8
CCC(C)Sc1nnc(Cc2cc(=O)[nH]c(=O)[nH]2)n1-c1ccc(OC)cc1 (stereo unspecified)	-1	-0.3	0	2	-2	3	4	1	-1	-2
COc1cc(CCCN2CCNC[C@@H]2CC2CCCCC2)cc(OC)c1OC	4	-1.6	1	0	-3	3	3	0	0	-3
CN(CCCC(=O)N1CCCC(C(N)=O)C1)S(=O)(=O)c1ccc(F)cc1 (stereo unspecified)	9	-0.3	1	-3	0	-9	-1	-1	0	2
Cc1cc(NC(=O)CSc2nnc(COc3cccc(C)c3C)n2Cc2ccco2)no1	13	-2.1	-3	-1	-6	4	7	-4	1	1
Nc1ccc2c(c1)C(O)c1ccc(Cl)cc1-2 (stereo unspecified)	-5	-4.1	0	3	3	-5	7	6	-8	15
CN(C)CC#CCOC(c1ccccc1)c1ccccc1	-10	0.7	2	-7	1	-8	2	-1	-4	-2
CCC(C)c1c(NS(=O)(=O)c2ccc(C)cc2)o[nH]c1=O (stereo unspecified)	-5	-2.8	-2	2	-7	2	5	0	-3	1
COc1ccc(S(=O)(=O)N(C)C)cc1NC(=O)C1CCN(c2ncnc3sc(C)c(C)c23)CC1	-17	3.1	1	5	-4	-3	-10	-11	4	-21
COc1cccc(C2=NN(C(C)=O)C(c3cccs3)C2)c1 (stereo unspecified)	-2	-1.7	-1	-3	2	-4	-2	-3	-1	3
O=C(CSc1ccccc1)NCCCN1CCOCC1	4	0.2	0	2	3	3	-5	1	3	3
Cc1cccc(C(=O)OCC(=O)NCC2CCCO2)c1O (stereo unspecified)	-5	-1.9	-3	-2	1	1	-7	-1	3	10
COC(=O)CNC(=O)c1ccccc1[N+](=O)[O-]	5	-2.7	-1	1	8	-2	-1	3	1	-1
Cc1ccc(S(=O)(=O)N2CCOCC2)cc1NC(=O)CSc1ccc(Cl)cc1	5	-0.1	-2	-2	2	-7	0	-4	-1	-6
COc1ccc(/C=C2\SC(=Nc3ccccc3OC)NC2=O)cc1	6	-0.3	1	17	-3	-3	-13	1	0	-28
CC(CNC(=O)CCCn1ncn2c(cc3occc32)c1=O)c1ccccc1 (stereo unspecified)	6	-0.7	-3	-2	2	1	-5	0	5	2
COc1ccc(CCN2CC(C(=O)OCC(=O)NC(C)c3cccc(Cl)c3)CC2=O)cc1OC (stereo unspecified)	1	-1.0	4	1	-3	5	5	3	-1	-3
COc1ccc(C)cc1NC(=O)Nc1ccncc1	-8	-2.0	-6	-1	-2	1	-2	-2	-3	-2
O=C(Nc1ccccc1)OCC1CCCN2CCCCC12 (stereo unspecified)	2	1.0	-1	-1	-1	-7	-6	2	0	-1
CCOC(=O)C1CCCN(C(=O)COC(=O)C2=COCCO2)C1 (stereo unspecified)	5	-1.0	2	0	2	-5	3	1	1	0
Cn1ncc2c(NCCO)nc(Cl)nc21	-2	-1.7	-2	3	5	7	4	-4	0	7
Cc1c(NS(=O)(=O)c2cc(C(=O)OCC(=O)c3ccccc3F)ccc2Cl)c(=O)n(-c2ccccc2)n1C	3	-0.7	-1	3	-2	-7	-5	-1	-4	1
CC(=O)N1CCc2cc(S(=O)(=O)CCC(=O)NCCc3ccc(C)cc3)ccc21	-12	1.3	1	-3	2	-5	2	-1	-6	5
Cc1ccc(N2CC(C(=O)Nc3nccs3)CC2=O)cc1 (stereo unspecified)	-1	0.4	3	-2	2	-4	0	-1	-2	4
CC(C)Cn1c(-c2nn(C)cc2Cl)n[nH]c1=S	-6	-1.2	-1	1	-4	2	2	-7	-2	0
COc1ccc(NS(=O)(=O)NC(=O)c2cn(C)c3ccccc23)cc1	10	-2.7	-4	2	8	5	0	8	0	0
O=[N+]([O-])c1cccc(C(=S)N2CCN(c3ccc(F)cc3)CC2)c1	6	-0.5	-1	-6	0	3	5	4	0	-2
CCOc1ccc(/C(O)=C/C(=O)C(=O)Nc2ccc(S(=O)(=O)NC(C)=O)cc2)cc1	-9	0.0	5	31	-4	-6	13	-4	-2	-2
COc1ccc(Cl)cc1S(=O)(=O)NC(C)C(=O)NCCCn1ccnc1 (stereo unspecified)	-7	-1.3	2	1	-8	7	2	0	2	-4

The closing five records of the part above open the next one.
SMILES	TDP2 absorb	PG9 Ab binder	PRMT1 inh	rCAG binder	NR1D1 modulator	TCR-CD3 inh	mABHD4 FP	SIAE primary	LEDGF integ inh	HTRA1 inhibitor
CC(C)Cn1c(-c2nn(C)cc2Cl)n[nH]c1=S	-6	-1.2	-1	1	-4	2	2	-7	-2	0
COc1ccc(NS(=O)(=O)NC(=O)c2cn(C)c3ccccc23)cc1	10	-2.7	-4	2	8	5	0	8	0	0
O=[N+]([O-])c1cccc(C(=S)N2CCN(c3ccc(F)cc3)CC2)c1	6	-0.5	-1	-6	0	3	5	4	0	-2
CCOc1ccc(/C(O)=C/C(=O)C(=O)Nc2ccc(S(=O)(=O)NC(C)=O)cc2)cc1	-9	0.0	5	31	-4	-6	13	-4	-2	-2
COc1ccc(Cl)cc1S(=O)(=O)NC(C)C(=O)NCCCn1ccnc1 (stereo unspecified)	-7	-1.3	2	1	-8	7	2	0	2	-4
COCCN(C(=S)Nc1c(C)cc(C)cc1C)C(C)c1cccs1 (stereo unspecified)	-5	-0.7	8	-1	-3	-2	0	-11	-2	-3
Nc1c(NCc2ccccc2)c(=O)c1=O	-1	-1.4	-4	0	-3	12	-3	0	2	.
COc1cc(/C=N/NC(=O)c2cc(-c3ccccc3)nc3ccccc23)ccc1O	-1	-2.3	3	19	0	1	-11	8	-1	-15
N#Cc1ccc(S(=O)(=O)N2CCCCC2c2cc(C(=O)NCc3ccccc3)no2)cc1 (stereo unspecified)	1	1.3	-3	5	-4	1	-4	0	-2	.
CCCCCCC1C(C#N)=C(N)OC2=C1C(=O)CC(C)(C)C2 (stereo unspecified)	7	-1.1	2	0	-1	-9	3	1	1	-4

Only part of the results is shown (hit frequency here may not be typical).
